Screening data: PubChem, Fisher Drug Discovery Resource Center
NPYLR7 ag: agonists of mosquito NPYLR7 receptor, primary screen, cell-based, Aedes aegypti, calcium fluorescence, mosquito biting behavior. Aedes aegypti neuropeptide Y-like receptor 7 (NPYLR7). HEK293T NPYLR7/Galpha15, GCaMP6s calcium fluorescence. activation, % at 10 µM. 0.15% of 270,000 active. AID 1259423, 2018; in the data active means activation above about 40%;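 further: 0% = vehicle and 100% = reference agonist at the receptor; some compounds past the cut are filed as inactive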
mcGAS inh: cyclic GMP-AMP synthase inhibitors, mouse, primary biochemical chemiluminescence | recombinant cGAS, Kinase-Glo ATP depletion luminescence | inhibition, % at 12.5 µM | 0.15% of 160,000 active | AID 1259399, 2018 | Q8C6L5;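 further: 0% = negative control wells and 100% = reference inhibitor with no enzyme activity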
hcGAS inh: Primary biochemical luminescence assay for human cyclic GMP-AMP synthase inhibitors | AID 1259398, 2018 | inhibition, % at 12.5 µM | 0.081% of 290,000 active | Q8N884 | recombinant h-cGAS, ATP depletion, Kinase-Glo luminescence;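 further: 0% = vehicle reaction and 100% = reaction without DNA for no activity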
Target sequence (Q8N884 whole entry, looked up): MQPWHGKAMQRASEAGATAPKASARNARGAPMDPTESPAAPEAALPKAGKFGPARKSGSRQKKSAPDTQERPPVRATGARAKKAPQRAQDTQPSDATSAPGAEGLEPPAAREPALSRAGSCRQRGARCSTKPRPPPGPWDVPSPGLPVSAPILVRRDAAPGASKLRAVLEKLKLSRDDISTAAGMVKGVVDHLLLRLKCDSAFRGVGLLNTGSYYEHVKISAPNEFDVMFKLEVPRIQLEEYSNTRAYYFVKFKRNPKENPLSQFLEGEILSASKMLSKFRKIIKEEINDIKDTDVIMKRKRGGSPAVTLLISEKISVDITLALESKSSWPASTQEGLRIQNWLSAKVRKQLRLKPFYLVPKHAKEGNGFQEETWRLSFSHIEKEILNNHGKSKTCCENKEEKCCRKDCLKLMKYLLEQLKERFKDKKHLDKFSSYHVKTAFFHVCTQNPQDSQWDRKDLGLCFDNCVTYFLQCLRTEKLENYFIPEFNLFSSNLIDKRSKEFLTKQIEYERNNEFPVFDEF
The depositor's hits bear a star; . = no result given; & = joins results of further samples. Unless noted, no stated cut-off is given here; in the data, active means inhibition above about 40%; inactive means the rest.

1: COCCN1C(=O)CC(CC(=O)N(C)C(C)c2nc(C)cs2)(c2ccccc2OC)C1=O (stereo not given)
  NPYLR7 ag: 13.0 | mcGAS inh: -10.6 | hcGAS inh: -6.7

2: O=C(NCc1cccs1)c1cccnc1N1CCN(C(=O)CCC2CCCC2)CC1
  NPYLR7 ag: 29.3 | mcGAS inh: -4.8 | hcGAS inh: -5.8

3: N#Cc1c(NC(=O)CSc2ncn[nH]2)sc2c1CCC2
  NPYLR7 ag: 5.7 | mcGAS inh: . | hcGAS inh: -5.8

4: O=C(NC1CCCCC1)C(F)(F)C1(F)OC(F)(F)C(F)(F)C1(F)F (stereo not given)
  NPYLR7 ag: . | mcGAS inh: -4.0 | hcGAS inh: -5.7

5: Cc1ccc(NC(=O)C2Nc3ccccc3S(=O)(=O)N2)c(C)c1 (stereo not given)
  NPYLR7 ag: 4.1 | mcGAS inh: . | hcGAS inh: -2.1

6: COCC(=O)N(Cc1ccc(OC)c(OS(=O)(=O)c2ccc(F)cc2)c1)Cc1ccco1
  NPYLR7 ag: 3.4 | mcGAS inh: -2.6 | hcGAS inh: -2.9

7: CC(C)N(C(=S)Nc1cccnc1)c1ccccc1
  NPYLR7 ag: -4.5 | mcGAS inh: . | hcGAS inh: 1.1

8: CN1C[C@H](NC(=O)c2cccc(NCc3ccc(F)cc3)c2)C[C@H]1CO
  NPYLR7 ag: 7.8 | mcGAS inh: . | hcGAS inh: -1.4

9: CCOC(=O)c1ccc2c(c1)nc(SCc1cccc(SC(F)(F)F)c1)n2CCc1ccc(OC)cc1
  NPYLR7 ag: -3.3 | mcGAS inh: -5.7 | hcGAS inh: -7.2

10: Cc1n[nH]c(C)c1Sc1ccccc1N=Cc1cc([N+](=O)[O-])cc([N+](=O)[O-])c1O
  NPYLR7 ag: -10.8 | mcGAS inh: . | hcGAS inh: -0.4

11: CCc1nnc(NC(=O)CN2C(=O)NC3(CC(C)CC(C)(C)C3)C2=O)s1 (stereo not given)
  NPYLR7 ag: 19.9 | mcGAS inh: 2.2 | hcGAS inh: 1.3

12: CCc1[nH]n(-c2ccc(F)cc2)c(=O)c1C1=C([n+]2ccccc2)C(=O)N(c2ccc(C)cc2)C1=O
  NPYLR7 ag: -6.1 | mcGAS inh: 1.7 | hcGAS inh: 2.7

13: CCC(C)N(Cc1c(-c2ccccc2)noc1N1CCOCC1)C(=O)c1cccc(F)c1 (stereo not given)
  NPYLR7 ag: 3.0 | mcGAS inh: -3.4 | hcGAS inh: -5.7

14: N#CCSc1nnc(-c2ccc(OC(F)F)cc2)o1
  NPYLR7 ag: 3.3 | mcGAS inh: . | hcGAS inh: -1.9

15: COc1cccc(-c2ccc3nnc(SCC(=O)NC4CCCCC4)n3n2)c1
  NPYLR7 ag: -12.7 | mcGAS inh: -7.1 | hcGAS inh: -4.9

16: Nc1nc(CCCNC(=O)c2cn(-c3ccccc3)nn2)cs1
  NPYLR7 ag: 1.2 | mcGAS inh: -10.6 | hcGAS inh: -6.1

17: O=C(CCCN1C(=O)c2cccc3cccc(c23)C1=O)Nc1ccc2c(c1)OCO2
  NPYLR7 ag: 11.7 | mcGAS inh: . | hcGAS inh: 0.8

18: CN(CC1CCCCO1)C(=O)c1cn(Cc2ccc(Cl)cc2)nn1 (stereo not given)
  NPYLR7 ag: 23.0 | mcGAS inh: . | hcGAS inh: -7.1

19: Cc1cc[n+](C2=C(c3c(C)[nH]n(-c4ccc(F)cc4)c3=O)C(=O)N(C(C)C)C2=O)cc1C
  NPYLR7 ag: -5.8 | mcGAS inh: -2.2 | hcGAS inh: -2.4

20: CN(C)CCCN(C(=O)c1cccs1)c1nc2c(F)cc(F)cc2s1
  NPYLR7 ag: 3.2 | mcGAS inh: -6.8 | hcGAS inh: -2.5

21: CN1C(=O)COc2ccc(C(=O)NCc3cccnc3-n3ccnc3)cc21
  NPYLR7 ag: . | mcGAS inh: -15.8 | hcGAS inh: -2.1

22: O=C(CSc1ncnc2sc3c(c12)CCCC3)c1cccs1
  NPYLR7 ag: 12.3&18.8 | mcGAS inh: -6.6 | hcGAS inh: -11.0&0.1

23: O=C(OCCN(C1=NS(=O)(=O)c2ccccc21)c1ccccc1Cl)c1ccccc1
  NPYLR7 ag: 2.5 | mcGAS inh: -2.9 | hcGAS inh: -3.0

24: CCc1nc2c(OCC(=O)c3ccc(F)cc3)cccn2c1N(C)C(=O)c1ccccc1F
  NPYLR7 ag: -7.6 | mcGAS inh: -7.0 | hcGAS inh: -6.0

25: Cc1ccc(-n2c3nc4ccccc4nc3c3c(=N)oc(C)nc32)cc1
  NPYLR7 ag: 8.4 | mcGAS inh: . | hcGAS inh: -2.8

26: O=C(c1cncc(N2CCCC(N3CCCC3=O)C2)n1)N1CCCCC1 (stereo not given)
  NPYLR7 ag: -1.8 | mcGAS inh: . | hcGAS inh: -1.4

27: Cc1cc(C)n(CCNc2nncc(-c3ccccc3F)n2)n1
  NPYLR7 ag: 5.1 | mcGAS inh: . | hcGAS inh: -6.8

28: CC(=O)N(Cc1ccc2c(c1)OCO2)C1CC(=O)N(c2ccc(F)cc2)C1=O (stereo not given)
  NPYLR7 ag: 4.4 | mcGAS inh: . | hcGAS inh: -4.2

29: CN(C(=O)COCC1CCCO1)C1CCCCCC1 (stereo not given)
  NPYLR7 ag: -3.3 | mcGAS inh: . | hcGAS inh: -4.5

30: CC1(Cc2c(Cl)cccc2Cl)C(=O)Nc2c(Cl)cccc21 (stereo not given)
  NPYLR7 ag: 4.9 | mcGAS inh: -2.4 | hcGAS inh: -0.3

From compound 28 up to 30, copied from above:
28: CC(=O)N(Cc1ccc2c(c1)OCO2)C1CC(=O)N(c2ccc(F)cc2)C1=O (stereo not given)
  NPYLR7 ag: 4.4 | mcGAS inh: . | hcGAS inh: -4.2

29: CN(C(=O)COCC1CCCO1)C1CCCCCC1 (stereo not given)
  NPYLR7 ag: -3.3 | mcGAS inh: . | hcGAS inh: -4.5

30: CC1(Cc2c(Cl)cccc2Cl)C(=O)Nc2c(Cl)cccc21 (stereo not given)
  NPYLR7 ag: 4.9 | mcGAS inh: -2.4 | hcGAS inh: -0.3

Continued:
31: CCOC(=O)c1cnc(Nc2nc3ccccc3o2)nc1-c1ccccc1
  NPYLR7 ag: 12.9 | mcGAS inh: . | hcGAS inh: -5.0

32: COc1cc(C2CC(=O)Nc3n[nH]c(C)c32)cc(OC)c1OC (stereo not given)
  NPYLR7 ag: -3.1 | mcGAS inh: -12.1 | hcGAS inh: -9.1

33: COc1cccc2c1OCCCN(Cc1nc(Cc3ccccc3Cl)no1)C2
  NPYLR7 ag: 3.9&15.0 | mcGAS inh: . | hcGAS inh: 2.6&-4.9

34: CCCCn1nnnc1COc1cc(OC)ccc1C(N)=O
  NPYLR7 ag: 3.6 | mcGAS inh: . | hcGAS inh: -6.1

35: CC(=O)C1=C(C)OC(=N)C(C#N)C1c1cc([N+](=O)[O-])ccc1Cl (stereo not given)
  NPYLR7 ag: -6.4 | mcGAS inh: 5.5 | hcGAS inh: 5.0

36: CCOC1CC(O)C12CCN(C(C)c1cc(C(F)(F)F)cc(C(F)(F)F)c1)CC2 (stereo not given)
  NPYLR7 ag: 3.7 | mcGAS inh: . | hcGAS inh: -10.3

37: Cc1nn2c(nc1=O)-c1ccccc1NC2C(Cl)(Cl)Cl (stereo not given)
  NPYLR7 ag: 1.5 | mcGAS inh: . | hcGAS inh: -2.9

38: Cc1ccccc1COC1CCCN(C(=O)c2cccs2)C1 (stereo not given)
  NPYLR7 ag: -11.7 | mcGAS inh: -3.0 | hcGAS inh: 0.4

39: CCC(=O)Nc1c(-c2cccs2)c(=O)c2ccccc2n1C
  NPYLR7 ag: -2.1 | mcGAS inh: . | hcGAS inh: 0.6

40: CCC(CO)N(Cc1ccccn1)C(=O)c1ccc(=O)[nH]c1 (stereo not given)
  NPYLR7 ag: -5.2 | mcGAS inh: -10.3 | hcGAS inh: -4.3

41	CSc1cccc(NC(=O)CN2CCC(NS(C)(=O)=O)CC2)c1
42	CN(Cc1c[nH]c2ccccc12)CC1CCN(CCc2cccc(F)c2)CC1
43	O=C(CCc1csc(NC(=O)c2ccc[nH]c2=O)n1)Nc1ccccc1
44	CCN(C(=O)C(C)SCc1cc(C)on1)c1ccccc1 (stereo not given)
45	O=C(CN1CCN(Cc2nc(-c3cccs3)cs2)CC1)N1CCc2ccccc21
46	Cc1ccn2c(C(=O)N3CCCC(Nc4cccc(F)c4)C3)nnc2n1 (stereo not given)
assay / compound | 41 | 42 | 43 | 44 | 45 | 46
NPYLR7 ag | 3.7 | 1.1 | -7.3 | 6.1 | -17.7 | 3.5
mcGAS inh | . | -10.9 | -13.7 | . | -6.2 | -12.6
hcGAS inh | -14.8 | -4.4 | -8.2 | -11.0 | 3.6 | -6.8

47	O=S(=O)(c1ccc(Oc2ccccc2Cl)c(S(=O)(=O)N2CCCC2)c1)N1CCCC1
48	O=C1C=CC(=O)N1c1ccc(SC(F)F)cc1
49	Cc1cccc(C)c1Oc1ccccc1NC(=O)C(=O)N1CCC(O)CC1
50	COCCNC(=O)[C@@H](C)C1CC[C@@]2(C)Cc3sc(CS(=O)(=O)c4ccc(Cl)cc4)nc3[C@@H](C)[C@@H]2[C@H]1O (stereo not given in full)
51	C=CCCC(=O)N1CC(=O)N2CCc3cc(OC)c(OC)cc3C2C1 (stereo not given)
52	COCCNC(=O)Cn1nc2c(c1NC(=O)c1ccc(C(C)(C)C)cc1)CSC2
assay / compound | 47 | 48 | 49 | 50 | 51 | 52
NPYLR7 ag | 7.0 | 7.3 | -2.9 | -4.9 | -2.2 | -4.9
mcGAS inh | . | . | -1.2 | -7.7 | -6.4 | -5.8
hcGAS inh | -0.5 | -5.9 | 4.1 | -4.1 | -4.6 | -4.2

53	OC1(c2ccccc2)CCN(c2nccc(CCC(F)(F)F)n2)C1 (stereo not given)
54	CC(C)(Oc1ccc(C2CC2(Cl)Cl)cc1)C(=O)O (stereo not given)
55	OC(COCc1ccccc1)CN(Cc1ccccc1)CC1CC(c2ccc(Cl)cc2)=NO1 (stereo not given)
56	CNCc1cn(Cc2ccccc2)nc1-c1cccc(C)c1
57	O=C(/C=C/c1cccs1)N(CCn1cccn1)c1nc2ccccc2s1
58	CCc1ccccc1N1CCN(Cc2c(F)cccc2F)C(C)C1=O (stereo not given)
assay / compound | 53 | 54 | 55 | 56 | 57 | 58
NPYLR7 ag | 3.0 | 22.8&2.9 | 2.4 | 3.5 | 13.8 | 14.7
mcGAS inh | . | -3.3 | -4.8 | . | -5.2 | -5.2
hcGAS inh | -5.1 | -9.5&-4.0 | -1.4 | -11.0 | -3.7 | -7.9

Of the compounds above, 17 have a carbonyl joined to an NH by a bond outside any ring:
2	O=C(NCc1cccs1)c1cccnc1N1CCN(C(=O)CCC2CCCC2)CC1
3	N#Cc1c(NC(=O)CSc2ncn[nH]2)sc2c1CCC2
4	O=C(NC1CCCCC1)C(F)(F)C1(F)OC(F)(F)C(F)(F)C1(F)F (stereo not given)
5	Cc1ccc(NC(=O)C2Nc3ccccc3S(=O)(=O)N2)c(C)c1 (stereo not given)
8	CN1C[C@H](NC(=O)c2cccc(NCc3ccc(F)cc3)c2)C[C@H]1CO
11	CCc1nnc(NC(=O)CN2C(=O)NC3(CC(C)CC(C)(C)C3)C2=O)s1 (stereo not given)
15	COc1cccc(-c2ccc3nnc(SCC(=O)NC4CCCCC4)n3n2)c1
16	Nc1nc(CCCNC(=O)c2cn(-c3ccccc3)nn2)cs1
assay / compound | 2 | 3 | 4 | 5 | 8 | 11 | 15 | 16
NPYLR7 ag | 29.3 | 5.7 | . | 4.1 | 7.8 | 19.9 | -12.7 | 1.2
mcGAS inh | -4.8 | . | -4.0 | . | . | 2.2 | -7.1 | -10.6
hcGAS inh | -5.8 | -5.8 | -5.7 | -2.1 | -1.4 | 1.3 | -4.9 | -6.1

17	O=C(CCCN1C(=O)c2cccc3cccc(c23)C1=O)Nc1ccc2c(c1)OCO2
21	CN1C(=O)COc2ccc(C(=O)NCc3cccnc3-n3ccnc3)cc21
34	CCCCn1nnnc1COc1cc(OC)ccc1C(N)=O
39	CCC(=O)Nc1c(-c2cccs2)c(=O)c2ccccc2n1C
41	CSc1cccc(NC(=O)CN2CCC(NS(C)(=O)=O)CC2)c1
43	O=C(CCc1csc(NC(=O)c2ccc[nH]c2=O)n1)Nc1ccccc1
49	Cc1cccc(C)c1Oc1ccccc1NC(=O)C(=O)N1CCC(O)CC1
50	COCCNC(=O)[C@@H](C)C1CC[C@@]2(C)Cc3sc(CS(=O)(=O)c4ccc(Cl)cc4)nc3[C@@H](C)[C@@H]2[C@H]1O (stereo not given in full)
assay / compound | 17 | 21 | 34 | 39 | 41 | 43 | 49 | 50
NPYLR7 ag | 11.7 | . | 3.6 | -2.1 | 3.7 | -7.3 | -2.9 | -4.9
mcGAS inh | . | -15.8 | . | . | . | -13.7 | -1.2 | -7.7
hcGAS inh | 0.8 | -2.1 | -6.1 | 0.6 | -14.8 | -8.2 | 4.1 | -4.1

52	COCCNC(=O)Cn1nc2c(c1NC(=O)c1ccc(C(C)(C)C)cc1)CSC2
assay / compound | 52
NPYLR7 ag | -4.9
mcGAS inh | -5.8
hcGAS inh | -4.2
